SW480 rerep: inducers of DNA re-replication in SW480 colon cancer cells | SW480 DNA re-replication, Hoechst DNA content imaging, 48 h | Potency, µM (highest dose often 46.1 µM), for the others: at the highest dose re-replication activation, usual class: activators | actives 1.8% (n = 340,000); note: potency is the fitted concentration of half-maximal effect; % of control where 0% means no effect; nearly all actives have a fitted effect of over 55% in size
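250 cells/well; 23 nL cpd via pin tool; 48 hr, 37 C, 5% CO2; Hoechst 40 min; imager read of total nuclear intensity, ex 405/em 500-530 nm.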
IL1B secr inh: blocks inflammasome-driven IL-1 beta release; actives 4.7% (n = 360,000); activity change, % at 57.5 µM; AID 743279; THP-1 LPS/ATP IL-1B secretion, AlphaLISA, 16 h; hits give low values; in the data active = activity change below about -50%; inconclusive = mostly about -30% to -49%; note: % is set by controls: 0 for no effect and ±100 for the full control effect
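THP-1 cells pretreated 1 hr with compounds (up to 57.5 uM final), then stimulated with LPS (250 ng/mL final) plus ATP (1.25 mM final); secreted IL-1B measured by AlphaLISA after 16 hr, decreased signal indicating inhibition.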
KB-3-1 tox: KB-3-1 parental cell cytotoxicity; KB-3-1 viability, CellTiter-Glo ATP luminescence, 72 h; Potency, µM (highest dose often 46.1 µM), for the others: top-dose activity change, negative = cytotoxic, hits mostly cytotoxic; actives 1.4% (n = 400,000); AID 1347075; note: potency is the fitted concentration of half-maximal effect; % is set by controls: 0 for no effect and ±100 for the full control effect; nearly all actives have a fitted effect of over 60% in size
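Screening of KB-3-1 cells (DMEM, 10% FBS, phenol-red free) ran from lowest to highest compound concentration; after 72 h at 37 °C viability was read luminescently and curves fitted.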
GLP1R cytotox: cytotoxicity in counter-screen for GLP-1R inverse agonists; HEK293 cAMP-luciferase reporter cells, luminescence, 24 h; Potency, µM (top dose mostly 38.3 µM), inactives show top-dose activity change, negative = inhibition, most hits filed as inhibitors; actives 0.13% (n = 410,000);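 note: loss of luciferase light is scored as toxicity; potency is the fitted concentration of half-maximal effect; % is set by controls: 0 for no effect and ±100 for the full control effect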
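Step one: seed cells (200 cells/uL, DMEM with 10% Nu serum, 1% pen-strep). Step two: 12-hour incubation at 37 deg C. Step three: pin 23 nL compound, incubate 24 hr. Step four: add luciferase reagent, read luminescence 12 min later.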
HT1080 IDH1KD tx: kills HT-1080 cells with IDH1 knockdown | HT-1080 IDH1 knockdown viability, ATP luminescence, 48 h | Potency, µM (highest dose often 46.1 µM), inactives show at the highest dose activity, negative = toxicity, actives largely listed as cytotoxic | actives 2% (n = 360,000);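 note: potency is the fitted concentration of half-maximal effect; 0% = DMSO wells and -100% = cell-free medium wells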
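Knockdown cells (IDH1KD HT-1080) received compounds 2 h after plating at 750 cells/well and were kept 48 h at 37 °C in 5% FBS RPMI. A CellTiter-Glo luminescence read gave % activity for curve fitting.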
MCF10A rereplic: DNA re-replication induction in MCF 10a cells; MCF 10A DNA re-replication, Hoechst nuclear intensity, 48 h; Potency, µM (titrated, usually from 46.1 µM), without a hit: at the top dose activity, positive = re-replication, hits mostly activators; actives 2.9% (n = 350,000); note: potency is the fitted concentration of half-maximal effect; % of control where 0% means no effect; nearly all actives have a fitted effect of over 50% in size
HT1080-NT tox: kills 2HG-producing HT-1080-NT fibrosarcoma cells | HT-1080-NT fibrosarcoma viability, CellTiter-Glo ATP luminescence, 48 h | Potency, µM (top dose mostly 46.1 µM), inactives show at the highest dose activity, negative = less viability, actives largely listed as cytotoxic | actives 1.6% (n = 360,000) | AID 686970;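 note: NT is the 2HG producing partner of a matched IDH1 knockdown line; potency is the fitted concentration of half-maximal effect; 0% = DMSO-treated cells and -100% = media-only wells without cells; nearly all actives have a fitted effect of over 55% in size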
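Read-out is CellTiter-Glo luminescence after 10 minutes at room temperature, following 48 hours' compound treatment of HT-1080-NT cells (750 cells/well, RPMI, 5% FBS, 37 degrees C).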
DRD3 agonist: agonists of human D3 dopamine receptor. D3R DiscoveRx beta-arrestin cells, luminescence, 90 min. max activation, %. actives 0.58% (n = 410,000); in the data active = max activation above about 30%; note: 0% is about no effect; mostly tested at two doses, the higher about 12 µM
Target sequence (P35462 whole entry, looked up): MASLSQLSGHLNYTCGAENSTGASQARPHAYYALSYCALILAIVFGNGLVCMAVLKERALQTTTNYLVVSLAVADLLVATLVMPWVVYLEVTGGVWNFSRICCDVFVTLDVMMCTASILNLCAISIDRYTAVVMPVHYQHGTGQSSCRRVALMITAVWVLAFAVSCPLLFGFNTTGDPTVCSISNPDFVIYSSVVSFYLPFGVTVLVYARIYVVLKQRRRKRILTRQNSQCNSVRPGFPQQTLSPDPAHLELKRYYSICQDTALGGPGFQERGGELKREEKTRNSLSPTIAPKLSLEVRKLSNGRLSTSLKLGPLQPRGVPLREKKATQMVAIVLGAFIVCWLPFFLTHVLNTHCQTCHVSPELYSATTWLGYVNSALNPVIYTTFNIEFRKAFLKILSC
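Cells at 1500/well, incubated overnight, then treated with pinned compounds (dopamine as control) for 90 min at 37 degrees C. DiscoveRx reagent added for 30 - 60 minutes at room temperature; luminescence read.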
KB-V1 MDR tox: kills drug-selected multidrug resistant KB-V1 cells; KB-V1 MDR cells viability, CellTiter-Glo, 72 h; Potency, µM (series often up to 46.1 µM), for inactives: top-dose activity change, negative = cytotoxicity, actives largely listed as cytotoxic; actives 3.4% (n = 400,000); note: potency is the fitted concentration of half-maximal effect; % is set by controls: 0 for no effect and ±100 for the full control effect; nearly all actives have a fitted effect of over 60% in size
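KB-V1 MDR subline cells in DMEM (phenol-red free, 10% FBS) exposed to compounds in qHTS concentration series for 72 h at 37 degrees C. Viability read by CellTiter-Glo luminescence; concentration-effect curves fitted after normalization and correction.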
* marks the source's active call; other numbers are inactive results; [ ] = another dose, or the depositor's remark. Unless noted, calls come from the whole dose curve; as a rule, active = well fitted curve in the direction sought with a large enough effect; inconclusive = small, poorly fitted or top-dose-only effect, or another doubt; inactive = no such curve, though single readings can be large; an effect the other way counts as inactive or inconclusive.

COc1ccc(-c2nc(CS(=O)(=O)CC(=O)NCc3ccc4c(c3)OCO4)c(C)o2)cc1 was read as SW480 rerep 0%, IL1B secr inh 8, KB-3-1 tox -7%, GLP1R cytotox -2%, HT1080 IDH1KD tx -2%, MCF10A rereplic 4%, HT1080-NT tox -4%, DRD3 agonist -4 and KB-V1 MDR tox 2%.
Screening CC(C)Nc1nc2cccnc2s1 returned SW480 rerep -23%, IL1B secr inh 9, KB-3-1 tox 2%, GLP1R cytotox 5%, HT1080 IDH1KD tx 14%, MCF10A rereplic 6%, HT1080-NT tox 10%, DRD3 agonist 14 and KB-V1 MDR tox 4%.
`O=C(CN1C(=O)c2ccccc2S1(=O)=O)c1ccc(O)c(O)c1` gave SW480 rerep 3%, IL1B secr inh 19, KB-3-1 tox 10%, GLP1R cytotox -10%, HT1080 IDH1KD tx 0%, MCF10A rereplic 2%, HT1080-NT tox -3%, DRD3 agonist 16 and KB-V1 MDR tox 14%.
`O=C(NCC1CCCCC1)c1ccc(Cl)nc1` gave SW480 rerep -27%, IL1B secr inh 1, KB-3-1 tox 1%, GLP1R cytotox 0%, HT1080 IDH1KD tx 20%, MCF10A rereplic -36%[inhibitor], HT1080-NT tox 20%, DRD3 agonist 1 and KB-V1 MDR tox inconclusive.
Screening C=CCc1c(C)nc(SCC(=C)C)[nH]c1=O returned SW480 rerep -10%, IL1B secr inh 1, KB-3-1 tox 3%, GLP1R cytotox 4%, HT1080 IDH1KD tx 1%, MCF10A rereplic inconclusive, HT1080-NT tox 4%, DRD3 agonist 2 and KB-V1 MDR tox -4%.
CC1(C(=O)Nc2cccc(C#N)c2)CCN1C(=O)CCc1ccccc1 (stereo not given) was read as IL1B secr inh 3, KB-3-1 tox 0%, GLP1R cytotox -5%, HT1080 IDH1KD tx 2%, HT1080-NT tox 3%, DRD3 agonist -10 and KB-V1 MDR tox 4%.
For O=C(NC(O)C(=O)c1ccc(F)cc1)c1ccc(F)cc1 (stereo not given) the results were SW480 rerep 7%, IL1B secr inh 7, KB-3-1 tox 4%, GLP1R cytotox 3%, HT1080 IDH1KD tx 1%, MCF10A rereplic -1%, HT1080-NT tox 3%, DRD3 agonist 0 and KB-V1 MDR tox 24%.
`O=C1NC(c2ccc(F)cc2)Oc2ccccc21` (stereo not given) gave SW480 rerep 23%, IL1B secr inh 1, KB-3-1 tox 1%, GLP1R cytotox -47%, HT1080 IDH1KD tx 1%, MCF10A rereplic 8%, HT1080-NT tox -1%, DRD3 agonist 14 and KB-V1 MDR tox 3%.
`Cc1ccc(-n2c(C)cc(C(=O)OCC(=O)N(CC(C)C)C3CCS(=O)(=O)C3)c2C)cc1` (stereo not given) gave SW480 rerep -5%, IL1B secr inh -2, KB-3-1 tox -20%, GLP1R cytotox -10%, HT1080 IDH1KD tx -7%, MCF10A rereplic 18%, HT1080-NT tox -2%, DRD3 agonist -1 and KB-V1 MDR tox 1%.
For CC1CCc2nn(CC(=O)NCCN3CCOCC3)cc2C1 (stereo not given) the results were SW480 rerep -2%, IL1B secr inh -2, KB-3-1 tox 19%, GLP1R cytotox 10%, HT1080 IDH1KD tx 15%, MCF10A rereplic 0%, HT1080-NT tox 10%, DRD3 agonist 1 and KB-V1 MDR tox 27%.
`Cc1cc(N(C)Cc2ccccc2)n2nc(-c3ccc(C(C)(C)C)cc3)nc2n1` gave KB-3-1 tox 5%, GLP1R cytotox -8%, DRD3 agonist 8 and KB-V1 MDR tox 26%.
`O=C(Cn1cnc2ccccc2c1=O)Nc1nnc(SCc2ccc(Cl)cc2)s1` gave SW480 rerep -11%, IL1B secr inh 3, KB-3-1 tox -6%, GLP1R cytotox 0%, HT1080 IDH1KD tx 6%, MCF10A rereplic inconclusive, HT1080-NT tox inconclusive, DRD3 agonist 6 and KB-V1 MDR tox -8%.
`CC(C)(C)NC(=O)C(c1ccccn1)N(C(=O)C1CSC(=O)C1)c1cccc(F)c1` (stereo not given) gave SW480 rerep -4%, IL1B secr inh 50, KB-3-1 tox 6%, GLP1R cytotox -6%, HT1080 IDH1KD tx 5%, MCF10A rereplic 3%, HT1080-NT tox 3%, DRD3 agonist -12 and KB-V1 MDR tox 21%.
`COc1ccccc1CNC(=O)CN1C(=O)NC(C)(c2ccc(C(C)(C)C)cc2)C1=O` (stereo not given) gave SW480 rerep -1%, IL1B secr inh 11, KB-3-1 tox -4%, GLP1R cytotox 4%, HT1080 IDH1KD tx -12%, MCF10A rereplic 2%, HT1080-NT tox -8%, DRD3 agonist 3 and KB-V1 MDR tox 5%.
`CN(C)C(=O)CSc1nc2cc(S(=O)(=O)N3CCOCC3)ccc2o1` gave SW480 rerep -2%, IL1B secr inh -10, KB-3-1 tox inconclusive, GLP1R cytotox 5%, HT1080 IDH1KD tx -1%, MCF10A rereplic -2%, HT1080-NT tox -7%, DRD3 agonist 1 and KB-V1 MDR tox 15%.
Screening Cc1cc(OCCn2cc(C(=O)c3ccco3)c3ccccc32)ccc1Cl returned KB-3-1 tox -4%, GLP1R cytotox -4%, DRD3 agonist 6 and KB-V1 MDR tox -23%.
`COc1ccccc1CC(=O)Nc1ccc2[nH]ncc2c1` gave SW480 rerep 2%, IL1B secr inh -4, KB-3-1 tox -6%, GLP1R cytotox 23%, HT1080 IDH1KD tx 13%, MCF10A rereplic -5%, HT1080-NT tox 23%, DRD3 agonist -3 and KB-V1 MDR tox inconclusive.
Screening Cc1ccccc1-c1noc(CCC(=O)NCCc2ccccc2)n1 returned SW480 rerep -2%, IL1B secr inh 12, KB-3-1 tox -2%, GLP1R cytotox -25%, HT1080 IDH1KD tx 9%, MCF10A rereplic 2%, HT1080-NT tox 7%, DRD3 agonist 0 and KB-V1 MDR tox -9%.
`N#C/C(=C\c1cn(CCOc2ccccc2F)c2ccccc12)C(=O)NCc1cccs1` gave SW480 rerep 16%, IL1B secr inh -9, KB-3-1 tox 10%, GLP1R cytotox 48%[activator], HT1080 IDH1KD tx inconclusive, MCF10A rereplic inconclusive, HT1080-NT tox inconclusive, DRD3 agonist 4 and KB-V1 MDR tox -5%.
For Cc1c(NC(=O)CSc2nnc(C(C)N(C)C)n2-c2ccccc2)c(=O)n(-c2ccccc2)n1C (stereo not given) the results were SW480 rerep -3%, IL1B secr inh 0, KB-3-1 tox 3%, GLP1R cytotox -2%, HT1080 IDH1KD tx 1%, MCF10A rereplic 16%, HT1080-NT tox -5%, DRD3 agonist 2 and KB-V1 MDR tox -2%.
`CC(NC(=O)Cc1ccccc1)C(c1ccccc1)N1CCOCC1` (stereo not given) gave SW480 rerep -6%, IL1B secr inh -64*, KB-3-1 tox 0%, GLP1R cytotox -1%, HT1080 IDH1KD tx 13%, MCF10A rereplic -4%, HT1080-NT tox 1%, DRD3 agonist 5 and KB-V1 MDR tox -14%.
For Cc1ccc(Cc2cn3cc(-c4ccccc4)nc3s2)cc1 the results were KB-3-1 tox inconclusive, GLP1R cytotox 5%, DRD3 agonist 5 and KB-V1 MDR tox 13%.
`O=C(Nc1nnc(C2CC2)o1)c1ccc(S(=O)(=O)N2CCc3ccccc3C2)cc1` gave SW480 rerep -5%, IL1B secr inh 24, KB-3-1 tox -16%, GLP1R cytotox 1%, HT1080 IDH1KD tx -3%, MCF10A rereplic 8%, HT1080-NT tox -5%, DRD3 agonist 2 and KB-V1 MDR tox inconclusive.
Screening CCCN(C(=O)c1ccc2c(SCC(=O)O)c3c(nc2c1)CCC3)c1cccc(C)c1 returned SW480 rerep -34%[inhibitor], IL1B secr inh 12, KB-3-1 tox 2%, GLP1R cytotox 8%, HT1080 IDH1KD tx -2%, MCF10A rereplic 1%, HT1080-NT tox -3%, DRD3 agonist 3 and KB-V1 MDR tox 13%.
Screening CCc1cccc(NC(=O)c2cccc3c2C(=O)N(CC2CCCO2)C3)c1 (stereo not given) returned SW480 rerep 0%, IL1B secr inh -24, KB-3-1 tox 11%, GLP1R cytotox -17%, HT1080 IDH1KD tx 1%, MCF10A rereplic -2%, HT1080-NT tox -2%, DRD3 agonist 5 and KB-V1 MDR tox 17%.
For C/C(=N\Nc1ccccc1C(=O)O)c1ccncc1 the results were SW480 rerep inconclusive, IL1B secr inh 7, KB-3-1 tox -3%, GLP1R cytotox 0%, HT1080 IDH1KD tx -3%, MCF10A rereplic 7%, HT1080-NT tox -10%, DRD3 agonist -4 and KB-V1 MDR tox 16%.
For CCc1cccc(C)c1NC(=O)CN(C)S(=O)(=O)c1cccc2nsnc12 the results were KB-3-1 tox -1%, GLP1R cytotox -4%, DRD3 agonist -1 and KB-V1 MDR tox 4%.
Cc1ccc(-n2c(SCC(N)=O)nnc2-c2cnccn2)cc1 was read as SW480 rerep 3%, IL1B secr inh 7, KB-3-1 tox 13%, GLP1R cytotox 1%, HT1080 IDH1KD tx 4%, MCF10A rereplic -7%, HT1080-NT tox 18%, DRD3 agonist 16 and KB-V1 MDR tox 6%.
Screening O=C(O)c1cccc2c1C(=O)N(C1CCCC1)C2 returned SW480 rerep 3%, IL1B secr inh -1, KB-3-1 tox 4%, GLP1R cytotox 24%, HT1080 IDH1KD tx -5%, MCF10A rereplic 2%, HT1080-NT tox 2%, DRD3 agonist 2 and KB-V1 MDR tox -7%.
For CN(C)S(=O)(=O)c1ccc(C(=O)Oc2ccccc2)cc1 the results were SW480 rerep -3%, IL1B secr inh -10, KB-3-1 tox 9%, GLP1R cytotox 73%[activator], HT1080 IDH1KD tx 8%, MCF10A rereplic -1%, HT1080-NT tox -4%, DRD3 agonist -6 and KB-V1 MDR tox -8%.

Source: PubChem (National Center for Advancing Translational Sciences (NCATS))
